# PolyA inhibitor: inhibitors of polyadenylation in S. cerevisiae; S. cerevisiae SKY197-pL101 polyadenylation reporter, beta-gal luminescence; efflux-impaired pdr1/pdr3 knockout yeast; score 100 = 6 SD above DMSO; calls only at 12 µM; 300,000 compounds, 0.02% hits; AID 1875;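 active = lowest replicate activity score at least 50, where 100 means six control SD above control mean; inconclusive = lowest score under 50 but half or more replicates reach 50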;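 note: yeast exposed to compound for 9 h at 30 °C; higher score means more reporter readthrough which indicates perturbed polyadenylation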
# MrgX1 antag: antagonists of human MrgX1 receptor | Q96LB2 | MRGX1-HEK293 calcium flux, Fluo-4, BAM8-22 antagonism; stronger effect = lower value | B-score at 10 µM | 310,000 compounds, 1.3% hits | AID 588676;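 active = calcium-response B-score plate-corrected more than 3 library SD below zero, starting fluorescence within 5 deviations, no agonist response on first addition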;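 note: peak minus trough fluorescence over baseline after final BAM8-22 challenge near maximal dose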
# TRPC4 inh: blocks the mouse TRPC4 cation channel | Q9QUQ5 | HEK293 TRPC4beta/mu-opioid, DAMGO-evoked Fluo4 calcium flux; stronger effect = lower value | B-score at 10 µM | 300,000 compounds, 0.39% hits | AID 2247;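 active = B-score over 3 SD under the library average, no early fluorescence shift, positive overall ratio signal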
#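 Assay system: HEK293 cells with stable TRPC4beta plus mu-opioid receptor expression; Probe or stimulus: DAMGO in two steps, submaximal then maximal; Dosing: single-point compound dosing; Measured by: Fluo4 calcium-dye fluorescence, kinetic read; Read-out basis: B score from integrated Fluo4 fluorescence ratio.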
# TRPC6 inhibitor: mouse TRPC6 channel inhibition | B-score at 10 µM | Q61143 | AID 2553 | HEK293-TRPC6, membrane potential dye, ACh-evoked depolarization; stronger effect = lower value | 310,000 compounds, 1.1% hits;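 active = B-score under library mean minus 3 SD, initial fluorescence not abnormally high, positive integrated signal ratio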;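 note: B-score derived from integrated fluorescence ratio over the kinetic read; more negative B-score means stronger inhibition of depolarization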
# Target sequence (Q61143 whole entry, looked up): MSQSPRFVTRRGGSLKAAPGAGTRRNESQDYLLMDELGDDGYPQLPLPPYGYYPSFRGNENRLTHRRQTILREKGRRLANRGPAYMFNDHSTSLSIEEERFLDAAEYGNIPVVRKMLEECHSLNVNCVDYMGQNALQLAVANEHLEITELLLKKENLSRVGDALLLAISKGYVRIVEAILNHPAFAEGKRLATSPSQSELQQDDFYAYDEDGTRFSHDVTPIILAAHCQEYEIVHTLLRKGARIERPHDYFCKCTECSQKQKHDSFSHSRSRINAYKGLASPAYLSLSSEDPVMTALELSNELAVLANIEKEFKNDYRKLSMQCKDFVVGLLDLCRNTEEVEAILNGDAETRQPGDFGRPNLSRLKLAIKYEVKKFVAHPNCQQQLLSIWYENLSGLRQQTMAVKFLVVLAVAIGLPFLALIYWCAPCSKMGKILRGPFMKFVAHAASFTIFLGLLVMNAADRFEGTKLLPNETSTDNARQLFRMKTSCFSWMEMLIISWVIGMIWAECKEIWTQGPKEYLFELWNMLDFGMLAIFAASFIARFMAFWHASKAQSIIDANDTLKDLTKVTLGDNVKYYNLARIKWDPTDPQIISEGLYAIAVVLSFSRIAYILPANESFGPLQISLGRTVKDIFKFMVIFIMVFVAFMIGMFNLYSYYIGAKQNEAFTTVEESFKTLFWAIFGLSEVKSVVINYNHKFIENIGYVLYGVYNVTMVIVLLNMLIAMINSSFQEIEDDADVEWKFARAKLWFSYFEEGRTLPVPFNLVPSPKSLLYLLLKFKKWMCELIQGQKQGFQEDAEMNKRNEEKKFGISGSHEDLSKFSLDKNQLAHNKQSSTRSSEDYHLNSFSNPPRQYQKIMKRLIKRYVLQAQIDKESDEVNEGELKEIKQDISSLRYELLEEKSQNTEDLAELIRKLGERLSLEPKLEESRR
# TRPC4 act: opens the mouse TRPC4 cation channel. 310,000 compounds, 0.49% hits. HEK293 TRPC4beta/mu-opioid, Fluo4 calcium fluorescence; stronger effect = higher value. AID 2237. B-score at 10 µM;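 active = B-score above 5 SD of library B-scores, and initial fluorescence ratio not above library mean plus 5 SD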;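 note: positive B-score marks a calcium rise read as TRPC4 activation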
#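 Material: TRPC4beta and mu-opioid receptor HEK293 stable cells | Incubation: 45 min room-temperature Fluo4 loading, 110 s read | Detection: Kinetic Fluo4 calcium fluorescence | Measure: Integrated baseline-normalised fluorescence ratio, converted to per-well B score | Benchmarks: Low control buffer alone, high control maximal DAMGO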
# HIF activator: HIF pathway transcriptional activation; U2OS HRE-luciferase reporter, luminescence; normalized: DMSO 0%, desferrioxamine 100%; activation, % at 7.5 µM (by protocol); 300,000 compounds, 0.32% hits; AID 1910;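 active = mean activation of at least 10% of the iron chelator positive control signal, with at least half of replicates also reaching 10%; inconclusive = mean and replicate majority disagree about reaching 10%; inactive = mean and most replicates under 10%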
# MrgX1 PAM: human MrgX1 positive allosteric modulation, primary screen; Q96LB2; MrgX1-HEK293, Fluo-4 calcium flux, FDSS; stronger effect = higher value; B-score at 10 µM; 310,000 compounds, 0.63% hits;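 active = plate-corrected calcium response at least 3 library SD above typical, normal starting fluorescence, not activating the receptor alone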;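 note: compound read alongside a low EC10 to EC30 dose of BAM8-22 agonist; peak minus trough fluorescence over baseline measured at the second addition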
# MrgX1 ag: human MrgX1 receptor agonism, primary screen; 310,000 compounds, 0.44% hits; B-score at 10 µM; Q96LB2; MrgX1-HEK293 cells, Fluo-4 calcium fluorescence, agonist mode; stronger effect = higher value;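 active = calcium response B-score plate-corrected fluorescence ratio at least 3 library SD, with starting fluorescence B-score inside 5 SD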
#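 Test system: Stable human MrgX1 HEK293 cell line | Schedule: Overnight plating before 1 h dye loading | Read-out basis: Baseline-normalised fluorescence change ratio, B-scored | Detection: Kinetic calcium dye fluorescence, Fluo-4 NW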
# TRPC4 potent: allosterically enhances the mouse TRPC4 cation channel. Q9QUQ5. HEK293 TRPC4beta/mu-opioid, DAMGO EC20, Fluo-4 Ca2+ flux; stronger effect = higher value. B-score at 10 µM. 310,000 compounds, 0.42% hits. AID 2227;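 active = B-score of calcium response area above 5 SD of library B-scores, with initial fluorescence ratio within 5 SD of library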;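 note: B-score of integrated fluorescence ratio over time as area under calcium response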
# TRPC6 activator: activates the mouse TRPC6 cation channel; Q61143; HEK293-TRPC6 membrane potential dye fluorescence; stronger effect = higher value; B-score at 10 µM; 310,000 compounds, 0.13% hits;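 active = B-score of the integrated fluorescence ratio above library mean plus 3 SD, and starting fluorescence ratio within library mean plus 5 SD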;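 note: higher score means more depolarization so channel activation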
# AI-2 QS modul: modulators of Vibrio harveyi AI-2 quorum sensing system; 300,000 compounds, 0.4% hits; activity change, % at 7.5 µM; Vibrio harveyi JMH597 AI-2 luminescence/OD600 ratio, 9 h; stronger effect = lower value; strain lacks LuxN and CqsS sensors; 0 = neutral-control median; in the data active = activity change below about -75%, passing the limit was not always enough; inconclusive = no clear call, values can overlap the other calls;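 note: luminescence divided by OD600 gain over 9 h not by final OD600 alone; inactives centre near 13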
# * marks the source's active call; other numbers are inactive results; i = inactive; ? = inconclusive; . = not tested or not shown. Some of the compounds tested. The share of hits here may be higher or lower than overall.
SMILES,PolyA inhibitor,MrgX1 antag,TRPC4 inh,TRPC6 inhibitor,TRPC4 act,HIF activator,MrgX1 PAM,MrgX1 ag,TRPC4 potent,TRPC6 activator,AI-2 QS modul
CNC[C@H](CC1CCCCC1)NC[C@H](Cc1ccccc1)NCCC12CC3CC(CC(C3)C1)C2,i,-9.5*,i,i,152*,-5.1,7.73*,i,i,i,3.9
CCN(CC)S(=O)(=O)c1ccc(C(=O)N2CCCCC2)cc1,i,i,i,i,i,-0.3,i,i,i,i,16.9
CCOC(=O)N1CCN(CCC(=O)c2ccc(OC)cc2)CC1,i,i,i,i,i,-1.1,i,i,i,i,51.7
O=C(CC1NCCc2ccccc21)Nc1ccccc1 (stereo not given),i,i,i,i,i,1.1,i,i,i,i,4.3
Cc1ccc(NC(=O)C2CCN(C(=O)[C@@H]3Cc4ccccc4CN3)CC2)c(C)c1,i,i,i,i,i,0.8,i,i,i,i,10.1
Cc1ccc(N=Cc2cc(Cl)cc(Cl)c2O)nc1,i,i,i,i,i,-0.6,7.57*,i,i,i,-4.8
CC(C)(O)C#Cc1ccc([C@@H]2C[C@H]3CN(c4ccccc4)C(=O)[C@]34CCCN24)s1,i,i,i,i,i,-0.1,i,i,i,i,29.8
O=C(CCC(=O)N1CCSc2ccccc21)Nc1ccc(F)cc1,i,i,i,i,i,-0.4,i,i,i,i,16.8
COc1ccc(Cl)cc1NC(=O)CN(C)CC(=O)Nc1ccccc1N1CCOCC1,i,i,i,i,i,-0.8,i,i,i,i,34.4
O=C(CN1C(=O)c2ccccc2C1=O)OCC(=O)N1CCc2ccccc2C1,i,i,i,i,i,-0.3,i,i,i,i,?
O=C(Nc1ccc(N2CCN(C(=O)c3ccco3)CC2)c(Cl)c1)c1cccs1,i,i,i,i,i,1.1,i,i,i,i,18.5
CCCCc1nc(SCC(=O)Nc2cc(C)on2)n[nH]1,i,i,i,i,i,-0.7,i,i,i,i,2.3
CC(C)C[C@@H](CO)N1CCN(CC(C)C)CCC1=O,i,i,.,i,i,-0.5,i,i,i,i,6.9
CCc1cc(C(=O)NC(C)C2CCCO2)cs1 (stereo not given),i,i,i,i,i,1.0,i,i,i,i,14.1
CN1C(=O)CSc2ccc(NC(=O)NCc3ccco3)cc21,i,i,i,i,i,-0.3,i,i,i,i,-42.2
Cc1nc2cc(Cl)ccc2n1-c1ccccc1,i,i,i,i,i,-0.1,15.9*,i,i,i,-9.2
COc1ccc(C(=O)c2cnc3ccccc3c2-c2ccccc2)cc1,i,i,i,i,i,0.2,i,i,i,i,15.2
CCCC(c1nnnn1Cc1ccc(F)cc1)N1CCN(C)CC1 (stereo not given),i,i,i,i,i,-0.1,i,i,i,i,20.7
CSc1nc(N)nc(SCC(=O)C(C)(C)C)c1C#N,i,i,i,i,i,1.3,i,i,i,i,15.6
Cc1sc2nc(C(C)C)nc(SCC(=O)N3CCN(C(=O)c4ccco4)CC3)c2c1C,i,i,i,i,i,-0.4,i,i,i,i,11.1
Clc1ccc(CN2CCN(c3ncccn3)CC2)cc1,i,i,i,i,i,-11.9,i,i,i,i,-0.2
Cc1cccc(C(=O)NCC(=O)OCC(=O)N2CCc3ccccc32)c1,i,i,i,i,i,-0.1,i,i,i,i,5.2
Cc1nn(Cc2ccccc2Cl)c(C)c1C(=O)NCCN1C(=O)S/C(=C\c2ccccc2)C1=O,i,i,i,i,i,-0.5,i,i,i,i,14.6
Cn1nnc(C(O)CNCc2ccc(Cl)cc2)n1 (stereo not given),i,i,i,i,i,0.1,i,i,i,i,18.5
Cc1ncc(C[n+]2csc(CCOC(=O)CC34CC5CC(CC(C5)C3)C4)c2C)c(N)n1,i,i,i,i,i,0.5,i,i,i,i,28.2

# More results follow:
SMILES,PolyA inhibitor,MrgX1 antag,TRPC4 inh,TRPC6 inhibitor,TRPC4 act,HIF activator,MrgX1 PAM,MrgX1 ag,TRPC4 potent,TRPC6 activator,AI-2 QS modul
COc1ccc(NC(=O)CSC2=NCCN2)cc1,i,i,i,i,i,-21.0,i,i,i,i,35.1
CSc1ccccc1OCc1cc(C(=O)N2CCc3[nH]cnc3C2c2ccccn2)no1 (stereo not given),i,i,i,i,i,-0.4,i,i,i,i,14.0
O=C(NCCOc1ccccc1)c1cccc(S(=O)(=O)NCc2ccccc2)c1,i,i,i,i,i,-0.1,i,i,i,i,-97.0*
O=C(NCc1ccccc1OC(F)(F)F)C1CCC(=O)N(C2CC2)C1 (stereo not given),i,i,i,i,i,-0.5,i,i,i,i,2.6
O=C(CSc1nnc2ccccn12)NCc1cccs1,i,i,i,i,i,-0.5,i,i,i,i,18.5
CCOC(=O)N1CCN(C(=O)c2oc3ccc(S(=O)(=O)N4CC(C)CC(C)C4)cc3c2C)CC1 (stereo not given),i,i,i,i,i,-1.1,i,i,i,i,24.9
Cc1ccc(C(CNS(=O)(=O)c2ccc(Br)cc2)N2CCN(C)CC2)cc1 (stereo not given),i,i,i,i,i,-0.1,i,i,i,i,7.3
COc1ccc(CC(NC(C)=O)C(=O)NC2CCN(C(=O)NCc3ccccc3)CC2)cc1 (stereo not given),i,i,i,i,i,-0.2,i,i,i,i,17.3
CCn1c(C)c(C)c2cc(C(=O)NCCCN3CCOCC3)ccc21,i,i,i,i,i,-0.4,i,i,i,i,5.4
COc1ccc(/C=N/NC(=O)c2c(-c3ccccc3)noc2C)cc1,i,i,i,i,i,0.2,i,i,i,i,16.5
O=C(COc1ccccc1O)NCCN1CCOCC1,i,i,i,i,i,-0.4,i,i,i,i,9.8
CCOC(=O)c1sc2nc(C)n(N)c(=O)c2c1C,i,i,i,i,i,-0.1,i,i,i,i,4.8
O=C(CN1CCCCC1)Nc1cccc(Cl)c1Cl,i,i,i,i,i,0.8,i,i,i,i,5.5
COc1ccc(C=O)cc1CSc1nnc(COc2cccc3cccnc23)o1,i,i,i,i,i,0.0,i,i,i,i,2.4
Cc1ccc(C(=O)Nc2nc(-c3cc(Cl)sc3Cl)cs2)cc1,i,i,i,i,i,0.0,i,i,i,i,26.8
CSC(C1CCCC1)n1nnc2ccccc21 (stereo not given),i,i,i,i,i,0.3,i,i,i,i,-8.6
Cc1nn(C)cc1CN(C)C(=O)c1nn2c(c1Cl)NC(c1cccs1)CC2C(F)(F)F (stereo not given),i,-4.98*,i,i,i,0.1,i,i,i,i,22.9
COc1cc2c(cc1OC)CN(C(=O)c1ccc3[nH]c(C)c(C)c3c1)CC2,i,i,i,i,i,-0.2,i,i,i,i,22.1
CCn1c(SCC(=O)Nc2cccc(C)c2)nc2nc3c(cc2c1=O)COC(C)(C)C3,i,i,i,i,i,-0.4,i,i,i,i,34.4
CCn1c(COc2ccc3c(c2)CCCC3)nnc1SCC(=O)Nc1nccs1,i,i,i,i,i,0.0,i,i,i,i,23.0
CCOC(=O)CSc1nnc(Cc2cc(=O)[nH]c(=O)[nH]2)n1-c1ccc(Cl)cc1,i,i,i,i,i,0.0,i,i,i,i,7.8
CC(CN1CCCCC1)NC(=O)c1cccs1 (stereo not given),i,i,i,i,i,1.1,i,i,i,i,3.8
C=CCOc1ccc(/C=N/NC(=O)C(C)Sc2ccccn2)cc1OC (stereo not given),i,i,i,i,i,-0.1,i,i,i,i,25.3
O=C1CCNCCN1[C@H](CO)Cc1ccccc1,i,i,i,i,i,0.6,i,i,i,i,9.5
Cc1cc(NC(=O)CCC(=O)N(c2ccc(C)c(F)c2)C(C(=O)NC2CCCC2)c2ccco2)no1 (stereo not given),i,i,i,i,i,0.1,i,i,i,i,27.7

# Next section
SMILES,PolyA inhibitor,MrgX1 antag,TRPC4 inh,TRPC6 inhibitor,TRPC4 act,HIF activator,MrgX1 PAM,MrgX1 ag,TRPC4 potent,TRPC6 activator,AI-2 QS modul
O=S(=O)(Nc1ccc(-c2nc3ccccc3o2)cc1)c1ccccc1,i,i,i,i,i,1.2,i,i,i,i,22.2
CCc1ccccc1NC(=O)Nn1cnnc1,i,i,i,i,i,-0.2,i,i,i,i,18.2
Cc1ccc(CN(Cc2ccc(C)o2)C(=S)NCC(=O)O)cc1,i,i,i,i,i,1.0,i,i,i,i,-5.1
COC(=O)COc1ccsc1C(=O)OC,i,i,i,i,i,-0.1,i,i,i,i,12.1
Cc1cc(/C=N/NC(=O)CC2(C)OCCO2)c(C)n1-c1cc(Cl)cc(Cl)c1,i,i,i,i,i,-0.7,i,i,i,i,18.9
Brc1cccc(-c2nnc3n2CCC3)c1,i,i,i,i,i,0.1,i,i,i,i,19.1
COc1ccc(C2(c3ccc(OC)cc3)NC(=O)NC2=O)cc1,i,i,i,i,i,-0.1,i,i,i,i,15.5
CSc1ccccc1C(=O)N1CCC(n2nccc2NC(=O)C(C)(C)C)CC1,i,i,i,i,i,-0.2,i,i,i,i,6.8
O=C(O)c1ccc(-c2cccc([N+](=O)[O-])c2)o1,i,i,i,i,i,0.1,i,i,i,i,8.7
Cc1cc(=O)oc2cc(OCC(=O)N3CCN(C(=O)C4COc5ccccc5O4)CC3)ccc12 (stereo not given),i,i,i,i,i,-0.4,i,i,i,i,-28.1
O=C(CSc1cccc2cccnc12)N/N=C/c1ccncc1,i,i,i,i,i,.,i,i,i,i,-27.1
CC(=O)Nc1ccc(Sc2ncccc2C(=O)Nc2cc(Cl)cc(Cl)c2)cn1,i,i,i,i,i,0.1,i,i,i,i,19.6
Cc1onc(-c2ccccc2Cl)c1C(=O)Nc1ccc2c(c1)OCO2,i,i,i,i,i,-0.3,i,i,i,i,1.6
CC(C)(/C=N/NC(=O)CSCc1ccc(Cl)cc1)CCC#N,i,i,i,i,i,-0.4,i,i,i,i,1.0
Cc1cccn2c(=O)c(/C=C(\C#N)C(=O)NC3CCS(=O)(=O)C3)c(N3CC(C)OC(C)C3)nc12 (stereo not given),i,i,i,-5.02*,i,-0.7,i,i,i,i,34.4
O=C(O)C1C2C=CC(C2)C1C(=O)NC1CCN(Cc2ccccc2)CC1 (stereo not given),i,i,i,i,122*,-0.3,i,i,i,i,3.1

# High-throughput results as filed in PubChem BioAssay.
